LMPTP block: LMPTP (human) inhibition; recombinant LMPTP-A, OMFP fluorogenic substrate, fluorescence intensity; inhibition, % at 20 µM; actives 0.22% (n = 360,000); AID 651560;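 active = compounds that cut the enzyme signal by at least half of the control window in the single-dose screen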;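 also: plate controls were DMSO wells with enzyme plus substrate for no effect and substrate without enzyme for full effect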
Target sequence (P24666 whole entry, looked up): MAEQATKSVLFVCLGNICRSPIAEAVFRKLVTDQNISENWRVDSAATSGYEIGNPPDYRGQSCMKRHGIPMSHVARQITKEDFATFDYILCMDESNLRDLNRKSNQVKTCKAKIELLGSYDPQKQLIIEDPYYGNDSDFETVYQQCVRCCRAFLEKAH
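Test system – LMPTP-A phosphatase enzyme · Quantity – 0.625 nM LMPTP-A final · Reagent – OMFP substrate, 400 µM final · Dosing – one test concentration per compound, 20 µM, with 3% DMSO overall · Timing – 50 min enzyme reaction at room temperature, protected from light · Detection – fluorescence intensity · Controls – substrate-only low control, DMSO enzyme-plus-substrate high control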
CSN inh: inhibitors of human CSN-mediated cullin deneddylation; Q92905; Purified CSN, SCF-Nedd8-OG deneddylation, fluorescence polarization; inhibition, % at 12.5 µM; actives 0.38% (n = 360,000); AID 651999;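 active = pattern-corrected inhibition above about 35%, with an unprinted fluorescence ratio check between 0.5 and 1.5, limit read from the data, passing the limit was not always enough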;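 also: 0% = enzyme with substrate and 100% = substrate without enzyme; some results filed as inactive read as strong as hits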
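Assay system: Purified human Csn5 enzyme expressed in HEK293T cells | Amount: Enzyme 0.24 nM | Measured by: Fluorescence polarization readout | Medium: Tris/NaCl/DTT buffer, pH 7.5 | Compound dosing: One concentration, 12.5 µM, 0.25% DMSO | Times: 90 min incubation of compound, enzyme and substrate at room temperature | Control set: no-enzyme wells high, enzyme-with-substrate wells low | Read-out: % inhibition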
SUMO1-SIM PPI: modulators of human SUMO1-mediated protein-protein interactions; P63165; SUMO1 binding to a labelled peptide, TR-FRET, 1 h; inhibition, % at 20 µM; actives 0.33% (n = 360,000); AID 602429; in the data active = inhibition above about 37%
Target sequence (P63165 whole entry, looked up): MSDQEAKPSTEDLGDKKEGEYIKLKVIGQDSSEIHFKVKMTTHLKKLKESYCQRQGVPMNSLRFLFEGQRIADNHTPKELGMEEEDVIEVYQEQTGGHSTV
DNMT1 block: inhibitors of human DNMT1. actives 0.83% (n = 360,000). AID 588458. DNMT1 molecular beacon, Hinp1I cleavage, fluorescence. inhibition (reported as % activation of signal), % at 10 µM. P26358; in the data active = inhibition above about 50%
MLLE-PAM2 inh: blocks PAM2 peptide binding to the PABP1 MLLE domain | AID 588489 | inhibition, % at 20 µM | P11940 | GST-MLLE / FITC-PAM2 fluorescence polarization | actives 0.36% (n = 360,000); in the data active = inhibition above about 35%, passing the limit was not always enough;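 also: plate controls were DMSO wells with GST-MLLE for no effect and wells lacking GST-MLLE protein for full effect; some results filed as inactive read as strong as hits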
NadD block: inhibitors of Staphylococcus aureus NadD. purified NadD enzyme, colorimetric absorbance read-out. inhibition, % at 20 µM. actives 0.78% (n = 360,000). AID 602399; in the data active = inhibition above about 26%; also: some compounds past the cut are filed as inactive
STEP inh: blocks human striatal-enriched tyrosine phosphatase; recombinant STEP, OMFP fluorogenic substrate, fluorescence; P54829; inhibition, % at 20 µM; actives 0.25% (n = 360,000);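 active = inhibition at 20 µM, scaled per plate between control wells, above about 37%, limit read from the data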;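 also: 0% = DMSO with enzyme and substrate and 100% = substrate only without enzyme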
Target sequence (P54829 whole entry, looked up): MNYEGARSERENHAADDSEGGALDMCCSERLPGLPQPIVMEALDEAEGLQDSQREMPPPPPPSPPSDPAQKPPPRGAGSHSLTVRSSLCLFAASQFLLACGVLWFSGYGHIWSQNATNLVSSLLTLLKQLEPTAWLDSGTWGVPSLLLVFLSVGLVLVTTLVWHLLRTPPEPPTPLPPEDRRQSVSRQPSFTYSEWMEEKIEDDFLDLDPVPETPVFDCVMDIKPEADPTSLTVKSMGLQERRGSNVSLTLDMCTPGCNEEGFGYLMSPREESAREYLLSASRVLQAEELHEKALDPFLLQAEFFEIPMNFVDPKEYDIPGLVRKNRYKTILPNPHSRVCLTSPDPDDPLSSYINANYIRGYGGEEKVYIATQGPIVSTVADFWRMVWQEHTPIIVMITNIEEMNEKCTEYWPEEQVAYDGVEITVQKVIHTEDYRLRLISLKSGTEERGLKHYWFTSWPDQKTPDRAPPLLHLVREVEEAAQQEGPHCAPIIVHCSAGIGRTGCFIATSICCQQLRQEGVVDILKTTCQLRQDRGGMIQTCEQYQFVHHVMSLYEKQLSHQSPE
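System: STEP (striatal-enriched tyrosine phosphatase) enzyme, cell-free; medium: Bis-Tris pH 6.0 buffer with DTT, detergent; dosing: 20 µM, 1% DMSO; times: reaction 20 min, ambient temperature; detection: fluorescence, 480/540 nm; read-out basis: normalized % inhibition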
Tb MetRS inh: blocks T. brucei methionyl-tRNA synthetase activity; inhibition, % at 11.9 µM; actives 0.4% (n = 360,000); purified T. brucei MetRS, ATP depletion, Kinase-Glo luminescence; AID 624268;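 active = inhibition above a per-plate cutoff of the control wells' mean inhibition plus 3 SD, cut at about 5.5% in these data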;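 also: 0% = DMSO wells median and 100% = median of wells with control inhibitor compound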
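technique = Kinase-Glo luminescence, ATP depletion format | system = purified MetRS (methionyl-tRNA synthetase) enzyme from Trypanosoma brucei | timing = 15 min preincubation, 2 h reaction, all 25 °C | evaluation = percent inhibition versus plate control medians | dosing = single dose, 11.9 µM final nominal, 0.9% final DMSO | also added = substrates ATP, L-methionine and bulk Escherichia coli tRNA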
Rpn11 block: inhibitors of human proteasome Rpn11 | O00487 | human 26S proteasome, Ub4-pepOG fluorescence polarization; 20S core pre-blocked with epoxomicin | calls only at 20 µM | actives 0.59% (n = 360,000);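 active = inhibition at 20 µM, scaled to each plate's controls, above about 33%, limit read from the data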
Scp-1 inhibitor: Scp-1 (human) phosphatase inhibition; Recombinant Scp1, phosphopeptide, malachite green phosphate absorbance; inhibition, % at 20 µM; actives 0.88% (n = 340,000); AID 493091;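 active = inhibition above about 50% at 20 µM, limit read from the data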;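 also: plate controls were DMSO wells with enzyme for no effect and wells lacking enzyme for full effect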
Target sequence (Q9GZU7 76-261 limits assumed): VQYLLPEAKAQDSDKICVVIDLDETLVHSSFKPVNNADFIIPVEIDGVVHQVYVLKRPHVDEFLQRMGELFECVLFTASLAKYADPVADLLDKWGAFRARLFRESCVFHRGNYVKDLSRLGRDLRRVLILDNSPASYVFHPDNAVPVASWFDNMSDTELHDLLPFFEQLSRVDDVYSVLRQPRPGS
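Incubation: 45 min enzyme reaction at room temperature / System: truncated SCP-1 phosphatase (76-261aa) / Reagent: Phospho 17-mer peptide substrate / Buffer or medium: Acidic Tris acetate buffer with magnesium and detergent / Signal: absorbance at 630 nm / Doses: one concentration, 20 µM, with 1.0% DMSO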
* hit, by the source's call.

What do the screens show for `Cc1ccc(C(=O)OCC(=O)N(CCc2ccccc2)Cc2ccccc2)cc1S(=O)(=O)N1CCOCC1`?
LMPTP block: 6.6; CSN inh: 2; SUMO1-SIM PPI: 2; DNMT1 block: -2; MLLE-PAM2 inh: 11; NadD block: 3; STEP inh: -2; Tb MetRS inh: 0.1; Rpn11 block: inactive; Scp-1 inhibitor: -4

What do the screens show for `CCCc1[nH]nc2c1C(c1ccncc1)C(C#N)=C(N)O2` (stereo not drawn)?
LMPTP block: -1.8; CSN inh: 1; SUMO1-SIM PPI: -7; DNMT1 block: -5; MLLE-PAM2 inh: -2; NadD block: 7; STEP inh: -5; Tb MetRS inh: -0.1; Rpn11 block: inactive; Scp-1 inhibitor: -3

Results for Cc1cnc(C(=O)OCC(=O)N(C)CC(=O)Nc2ccccc2Cl)cn1 ?
LMPTP block: -1.4; CSN inh: -2; SUMO1-SIM PPI: 3; DNMT1 block: 2; MLLE-PAM2 inh: -10; NadD block: 3; STEP inh: -2; Tb MetRS inh: -0.5; Rpn11 block: inactive; Scp-1 inhibitor: -1

Results for CCCS(=O)(=O)NC(=O)C1(C)CCCN(C(=O)c2ccc(OC)cc2OC)C1 (stereo not drawn) ?
LMPTP block: -2.1; CSN inh: -2; SUMO1-SIM PPI: -7; DNMT1 block: -1; MLLE-PAM2 inh: 4; NadD block: -5; STEP inh: -4; Tb MetRS inh: -0.4; Rpn11 block: inactive

What do the screens show for `CN(C)c1ccc(C(=O)C(O)c2ccccc2)cc1` (stereo not drawn)?
LMPTP block: -0.8; CSN inh: -4; SUMO1-SIM PPI: -4; DNMT1 block: -1; MLLE-PAM2 inh: 5; NadD block: 5; STEP inh: 2; Tb MetRS inh: -1.0; Rpn11 block: inactive; Scp-1 inhibitor: 2

What do the screens show for `Cc1cc(C)nc(-n2ncc3c2CC(c2ccccc2)CC3=O)n1` (stereo not drawn)?
LMPTP block: -0.2; CSN inh: 0; SUMO1-SIM PPI: -3; DNMT1 block: -2; MLLE-PAM2 inh: 3; NadD block: 3; STEP inh: -3; Tb MetRS inh: 0.4; Rpn11 block: inactive; Scp-1 inhibitor: -1

How did CCOC(=O)N1CCN(C(=O)C2CC(=O)N(c3ccccc3)C2)CC1 (stereo not drawn) do in these assays?
LMPTP block: -1.9; CSN inh: 3; SUMO1-SIM PPI: 3; DNMT1 block: 3; MLLE-PAM2 inh: 7; NadD block: -3; STEP inh: 1; Tb MetRS inh: -0.2; Rpn11 block: inactive; Scp-1 inhibitor: -10

How did O=C(Nc1ccc(N2CCN(C(=O)c3cccs3)CC2)c(Cl)c1)c1cccnc1 do in these assays?
LMPTP block: 1.4; CSN inh: 4; SUMO1-SIM PPI: 2; DNMT1 block: -2; MLLE-PAM2 inh: 3; NadD block: 1; STEP inh: -2; Tb MetRS inh: -0.1; Rpn11 block: inactive; Scp-1 inhibitor: -4

How did O=C(NCCc1ccc(Cl)cc1)Nc1ccc(Cl)cc1 do in these assays?
LMPTP block: 0.2; CSN inh: 32; SUMO1-SIM PPI: 4; DNMT1 block: 7; MLLE-PAM2 inh: -8; NadD block: -8; STEP inh: 4; Tb MetRS inh: 71*; Rpn11 block: inactive; Scp-1 inhibitor: -11

Results for COc1ccc(OC)c(NC(=O)C23CC4CC(C2)CC(n2cnc(Br)n2)(C4)C3)c1 ?
LMPTP block: -0.8; CSN inh: 5; SUMO1-SIM PPI: 0; DNMT1 block: -4; MLLE-PAM2 inh: -1; NadD block: -7; STEP inh: 2; Tb MetRS inh: 0.3; Rpn11 block: inactive; Scp-1 inhibitor: -6

What do the screens show for `CCOc1nc(NCc2ccco2)nc(Nc2ccc(OC)cc2)n1`?
LMPTP block: 0.2; CSN inh: -2; SUMO1-SIM PPI: -2; DNMT1 block: -4; MLLE-PAM2 inh: -3; NadD block: 2; STEP inh: -1; Tb MetRS inh: -0.2; Rpn11 block: inactive; Scp-1 inhibitor: 1

What do the screens show for `CCC(C)c1ccccc1NC(=O)C(C)NCCN(C)C` (stereo not drawn)?
LMPTP block: -11; CSN inh: 7; SUMO1-SIM PPI: -52; DNMT1 block: -2; MLLE-PAM2 inh: -8; NadD block: 3; STEP inh: 1; Tb MetRS inh: -0.2; Rpn11 block: inactive; Scp-1 inhibitor: -7

How did Cc1cc(NC(=O)c2c(-c3ccccc3Cl)noc2C)no1 do in these assays?
LMPTP block: -0.7; CSN inh: -5; SUMO1-SIM PPI: 1; DNMT1 block: 2; MLLE-PAM2 inh: 11; NadD block: 2; STEP inh: 0; Tb MetRS inh: -1.1; Rpn11 block: inactive; Scp-1 inhibitor: 5

Results for Cc1csc(=O)n1CCC(=O)OCC(=O)N(C)c1c(N)n(Cc2ccccc2)c(=O)[nH]c1=O ?
LMPTP block: 0.6; CSN inh: 8; SUMO1-SIM PPI: 2; DNMT1 block: 0; MLLE-PAM2 inh: -16; NadD block: 3; STEP inh: 0; Tb MetRS inh: -0.1; Rpn11 block: inactive

Results for O=C(c1cc(-c2ccc(Cl)cc2)n(-c2cc(Cl)ccc2Cl)n1)N1CCOCC1 ?
LMPTP block: 0.4; CSN inh: 2; SUMO1-SIM PPI: -6; DNMT1 block: 1; MLLE-PAM2 inh: -7; NadD block: -5; STEP inh: -4; Tb MetRS inh: -1.2; Rpn11 block: inactive; Scp-1 inhibitor: 1

How did COCCNC(=O)C1(C)CCN(C(=O)c2ccc(OC)c(F)c2)C1 (stereo not drawn) do in these assays?
LMPTP block: -1.6; CSN inh: 1; SUMO1-SIM PPI: 2; DNMT1 block: 1; MLLE-PAM2 inh: 1; NadD block: 0; STEP inh: -1; Tb MetRS inh: -0.2; Rpn11 block: inactive

Results for Brc1cccc(CNc2nc3ccccc3n2CCN2CCCCC2)c1 ?
LMPTP block: 10; CSN inh: 0; SUMO1-SIM PPI: 6; DNMT1 block: 3; MLLE-PAM2 inh: 4; NadD block: -8; STEP inh: -2; Tb MetRS inh: 4.1; Rpn11 block: inactive; Scp-1 inhibitor: -5

What do the screens show for `CN=c1sc2c(n1C)C(=O)c1ccccc1C2=O`?
LMPTP block: 1.9; CSN inh: 6; SUMO1-SIM PPI: -16; DNMT1 block: 16; MLLE-PAM2 inh: -39; NadD block: 1; STEP inh: 6; Tb MetRS inh: -0.1; Rpn11 block: inactive; Scp-1 inhibitor: -8

How did CC(C(=O)Nc1ccc2c(c1)OCCO2)N(c1ccccc1)S(C)(=O)=O (stereo not drawn) do in these assays?
LMPTP block: 0.5; CSN inh: -1; SUMO1-SIM PPI: 2; DNMT1 block: 2; MLLE-PAM2 inh: -21; NadD block: -3; STEP inh: 0; Tb MetRS inh: -0.1; Rpn11 block: inactive; Scp-1 inhibitor: -7

What do the screens show for `Clc1ccc(/C=N/c2c(-c3ccc(Cl)cc3)nc3n2CCS3)cc1`?
LMPTP block: -0.4; CSN inh: 1; SUMO1-SIM PPI: 0; DNMT1 block: -11; MLLE-PAM2 inh: 13; NadD block: 16; STEP inh: 3; Tb MetRS inh: -0.2; Rpn11 block: inactive; Scp-1 inhibitor: -2

What do the screens show for `COc1ccc(N(CC(=O)Nc2nccs2)S(=O)(=O)c2c(C)nn(C)c2C)cc1`?
LMPTP block: -0.8; CSN inh: -4; SUMO1-SIM PPI: -7; DNMT1 block: -4; MLLE-PAM2 inh: -5; NadD block: -1; STEP inh: -1; Tb MetRS inh: -0.8; Rpn11 block: inactive; Scp-1 inhibitor: -1

What do the screens show for `CCn1nccc1NC(=O)c1csc([C@@H]2O[C@H](CO)[C@H](O)[C@H](O)[C@H]2O)n1`?
LMPTP block: -1.1; CSN inh: -3; SUMO1-SIM PPI: 3; DNMT1 block: 3; MLLE-PAM2 inh: 1; NadD block: -2; STEP inh: -3; Tb MetRS inh: -0.3; Rpn11 block: inactive

How did COC(=O)[C@@]1(Cc2ccc(F)cc2)[C@H]2c3cc(C(=O)N(C)C)n(CC4CC4)c3C[C@H]2CN1C(=O)c1ccccc1 do in these assays?
LMPTP block: 0.0; CSN inh: -6; SUMO1-SIM PPI: 12; NadD block: -5; Tb MetRS inh: -1.1

What do the screens show for `CCCC(C(=O)NC1CCCC1)N(CC1CCCO1)C(=O)CNS(=O)(=O)c1ccc(F)cc1` (stereo not drawn)?
LMPTP block: -1.3; CSN inh: 3; SUMO1-SIM PPI: 3; DNMT1 block: 2; MLLE-PAM2 inh: -12; NadD block: -12; STEP inh: 0; Tb MetRS inh: -0.7; Rpn11 block: inactive; Scp-1 inhibitor: -1

How did CCCCOC(=O)C1=C(C)NC(=O)NC1c1ccccc1 (stereo not drawn) do in these assays?
LMPTP block: -0.1; CSN inh: 5; SUMO1-SIM PPI: 0; DNMT1 block: 1; MLLE-PAM2 inh: 2; NadD block: -9; STEP inh: 1; Tb MetRS inh: -1.7; Rpn11 block: inactive; Scp-1 inhibitor: -4

What do the screens show for `CCCNC(=O)CCc1cc(C(C)(C)C)c(O)c(C(C)(C)C)c1`?
LMPTP block: 0.1; CSN inh: 2; SUMO1-SIM PPI: 0; DNMT1 block: 2; MLLE-PAM2 inh: 5; NadD block: 3; STEP inh: -1; Tb MetRS inh: 1.8; Rpn11 block: inactive; Scp-1 inhibitor: -1

What do the screens show for `Cc1ccc(C2=NN(CC(=O)NCc3ccco3)C(=O)CC2)cc1`?
LMPTP block: 0.4; CSN inh: 1; SUMO1-SIM PPI: -3; DNMT1 block: 15; MLLE-PAM2 inh: -18; NadD block: 1; STEP inh: 2; Tb MetRS inh: 0.4; Rpn11 block: inactive; Scp-1 inhibitor: 13

What do the screens show for `COCCN1C(=O)C(=O)/C(=C(/O)c2cccc(OC)c2)C1c1ccco1` (stereo not drawn)?
LMPTP block: -1.4; CSN inh: 5; SUMO1-SIM PPI: 1; DNMT1 block: 75*; MLLE-PAM2 inh: 10; NadD block: 1; STEP inh: 3; Tb MetRS inh: -1.2; Rpn11 block: inactive; Scp-1 inhibitor: 57*

Bioassay records from PubChem BioAssay.
